Compound activity (PubChem)
NSD2 HMT inh: blocks human histone methyltransferase NSD2; O96028; NSD2 peptide methylation, AlphaScreen, 120 min; inhibition, % at 12.5 µM; 310,000 tested, 0.54% active; in the data active = inhibition above about 50%
V-ATPase pHluor: regulators of yeast V-ATPase proton transport; 350,000 tested, 0.37% active; S. cerevisiae, pHLuorin cytosolic pH fluorescence; response, % at 10 µM; AID 504577; in the data active = response mostly above about 7.3%, no sharp cut-off; inactive = mostly below about 5.4%; note: actives read high; inactives centre near 0; some compounds called inactive have numbers as strong as hits
CAL PDZ FP-1: blocks peptide binding to the human CAL PDZ domain; purified CAL PDZ, TMR-peptide fluorescence polarization, 1 h; 300,000 tested, 0.92% active; AID 602252; inhibition, % at 24.9 µM;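 active = mean inhibition of at least 30% with at least half of replicates also reaching 30%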;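 note: 0% = DMSO neutral control and 100% = excess unlabeled competitor peptide PRC23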
DAGLB inh: blocks human DAGLB lipase activity. 340,000 tested, 0.059% active. inhibition, % at 5.17 µM. HEK293T DAGLB membrane lysate, EnzChek fluorogenic substrate; in the data active = inhibition above about 34%;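 note: 0% = enzyme with vehicle and 100% = wells lacking enzyme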
Cardiac RTF inh: cardiac RTF calcium desensitization | IANBD-labeled cardiac RTF, Ca2+ fluorescence | inhibition, % at 7.15 µM | 340,000 tested, 0.12% active;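 active = inhibition above the mean inhibition of all tested compounds plus 3 SD, cut at about 17% in these data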;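 note: assay run at fixed EC70 calcium of 1.6 mM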
Arr AP2 block: inhibitors of human beta-arrestin and AP2 interaction | inhibition, % at 10 µM | FITC-arrestin peptide / GST-AP2 beads, flow cytometry; AP2 beta2 appendage carries R879A mutation | AID 504490 | 340,000 tested, 0.31% active;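 active = inhibition above a set limit, near 3 SD of compounds lacking own fluorescence, cut at about 54% in these data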;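 note: plate controls were DMSO wells for no effect and 5 µM unlabelled arrestin peptide for full effect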
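Material – GST-tagged AP2 beta2-adaptin appendage (R879A) on 4 µm glutathione beads · Probe or stimulus – fluorescein-tagged arrestin peptide at 50 nM final · Timing – 12 min plus 1 h, RT · Detection – bead flow cytometry, FITC channel · Read-out basis – inhibition as reduced fluorescein signal on beads, percent · Medium – PBS plus Tween 20 (0.05%) and BSA (0.1%)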
Keap1-Nrf2 PPI: Keap1-Nrf2 (human) interaction inhibition | Keap1 Kelch-Nrf2 peptide fluorescence polarization, 1536-well | inhibition, % at 9.4 µM | 340,000 tested, 0.15% active | AID 504523; in the data active = inhibition above about 12%;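 note: human Keap1 Kelch domain with fluorescein labeled Nrf2 9mer peptide probe; 0% = neutral control wells and 100% = peptide positive control; higher means more block of Keap1 binding to Nrf2 peptide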
Target sequence (Q14145 whole entry, looked up, the tested form may be a part): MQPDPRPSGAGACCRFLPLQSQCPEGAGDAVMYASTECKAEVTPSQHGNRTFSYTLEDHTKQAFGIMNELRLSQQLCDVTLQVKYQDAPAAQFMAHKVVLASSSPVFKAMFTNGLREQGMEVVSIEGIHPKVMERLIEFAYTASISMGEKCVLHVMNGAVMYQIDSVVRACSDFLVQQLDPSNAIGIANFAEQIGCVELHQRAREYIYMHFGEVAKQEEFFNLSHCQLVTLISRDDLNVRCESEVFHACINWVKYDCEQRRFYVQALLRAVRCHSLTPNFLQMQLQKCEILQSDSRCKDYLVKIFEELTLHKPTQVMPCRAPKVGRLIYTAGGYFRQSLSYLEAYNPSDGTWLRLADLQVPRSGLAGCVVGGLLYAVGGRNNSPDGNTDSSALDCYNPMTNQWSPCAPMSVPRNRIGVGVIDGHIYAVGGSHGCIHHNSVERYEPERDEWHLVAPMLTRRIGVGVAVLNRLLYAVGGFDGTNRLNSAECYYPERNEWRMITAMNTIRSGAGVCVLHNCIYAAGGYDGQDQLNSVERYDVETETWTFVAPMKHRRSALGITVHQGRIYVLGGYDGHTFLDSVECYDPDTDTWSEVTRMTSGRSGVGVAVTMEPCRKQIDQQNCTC
Pemphigus Ab inh: human desmoglein-3 autoantibody binding inhibition; AID 588358; 310,000 tested, 0.48% active; binding (percent of control), % at 10 µM; DSG3-coupled beads, scFv-anti-DSG3-GFP binding, flow cytometry; active compounds read low; P32926;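 active = binding more than 3 SD below its plate's average and above zero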;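 note: hits lower antibody fragment binding to DSG3; some compounds called inactive have numbers as strong as hits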
LANA DNA inh: inhibitors of KSHV LANA C-terminal domain DNA binding; inhibition, % at 9 µM; MBP-C-LANA/FAM-LBS DNA binding, fluorescence polarization; 340,000 tested, 0.078% active; AID 504423;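 active = highest replicate inhibition at or above 60% at 9 µM, even if other replicates fall short; inactive = all replicates below 60% inhibition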;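 note: 0% = neutral control wells and 100% = 4 µM acridine orange control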
CAL PDZ FP-2: inhibitors of human CAL PDZ peptide binding; purified CAL PDZ, TMR-peptide fluorescence polarization, 1 h; inhibition, % at 20 µM; 330,000 tested, 0.02% active; AID 504414;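 active = highest replicate inhibition of at least 40%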;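 note: plate controls were DMSO neutral control wells for no effect and unlabeled competitor peptide control wells for full effect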
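Material – purified CerCALP PDZ construct · Detection – FP readout, S and P plane fluorescence · Measure – percent inhibition from loss of millipolarization · Controls – unlabelled peptide for full inhibition, DMSO wells as neutral · Probe or stimulus – TMR-labelled reporter peptide T*-PRC34 bound in PDZ groove · Times – 1 h at RT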
An asterisk follows results filed as active; . = no result given.

structure,NSD2 HMT inh,V-ATPase pHluor,CAL PDZ FP-1,DAGLB inh,Cardiac RTF inh,Arr AP2 block,Keap1-Nrf2 PPI,Pemphigus Ab inh,LANA DNA inh,CAL PDZ FP-2
CC(C)CC(=O)N1CCN(c2ccc([N+](=O)[O-])cc2Cl)CC1,1.7,-1.3,4.6,-2.7,-6.0,5.2,1.5,100.6,0.6,-0.3
Cc1cc(C)c2c(-n3cccc3)n[nH]c2n1,16.0,1.9,-2.2,-5.4,-1.8,17.1,-0.8,106.8,1.8,-0.8
Cc1ccc(NC(=O)CSc2nnc(CN3CCOCC3)n2-c2ccccc2)cc1,0.9,-1.9,1.3,-1.8,-7.8,-5.1,1.3,97.2,0.7,-3.8
CC1CCCCN1CCCNC(=O)CN1C(=O)c2cccnc2Oc2ccc(Cl)cc21 (stereo not given),3.1,-1.0,1.1,0.2,-0.4,-7.3,3.1,100.0,0.4,-0.5
O=C(NCc1ccco1)c1ccccc1-c1ccc(C(F)(F)F)cc1,6.4,1.5,-3.2,0.4,-5.7,-1.1,5.0,101.2,0.8,-0.1
CC1CC(C)CN(CCCNC(=O)C2CCC(=O)N2C2CCCC2)C1 (stereo not given),-0.3,3.6,2.9,-5.9,1.5,1.6,-2.8,78.1,-0.5,-0.6
COc1ccc(/C=C2\Sc3ccc(C(=O)NCC4CCCO4)cc3N(C)C2=O)cc1 (stereo not given),.,-0.8,3.8,2.5,-2.8,21.1,5.3,112.6,0.1,-0.6
CCN(CC(=O)Nc1ccccc1C(F)(F)F)C(=O)CN1C(=O)NC2(CCCCC2)C1=O,0.2,1.1,-5.9,0.7,-45.4,-11.9,-0.2,103.4,-0.7,-0.5
CCCC(=O)Nc1ccc(-c2cnc(-c3ccc(NC(=O)CCC)cc3)nc2)cc1,-1.4,3.3,-3.3,-1.1,-0.9,-0.4,-6.1,111.9,2.6,-2.7
O=P(O)(O)c1ccccc1OCc1ccccc1,1.1,-3.2,1.3,-0.2,-11.3,-3.0,4.9,.,0.1,0.1
Cc1ccc(S(=O)(=O)N2CCCCC2c2cccnc2)c(C)c1C (stereo not given),.,-2.4,-7.1,-1.6,5.4,21.9,-4.5,100.7,-0.5,-2.4
CCCCCN1CC(=O)N2Cc3[nH]c4ccccc4c3C[C@H]2C1=O,1.1,0.8,-5.5,3.0,3.9,3.8,-5.0,97.5,0.0,0.3
CC(=NCCCn1ccnc1)C1=C(O)c2ccccc2C1=O,0.1,-2.3,-0.3,1.0,-12.6,1.7,-1.7,97.4,-1.1,-2.6
O=c1[nH]c(=O)n(Cc2ccco2)c2c1C(C(F)(F)F)(C(F)(F)F)N=C(c1ccco1)N2,-3.1,-0.8,.,-0.1,-4.4,7.3,-2.8,106.5,0.4,-0.2
COCCn1c(C)cc(C(=O)CSc2nnc(C3CC3)n2C2CC2)c1C,0.0,2.5,1.4,0.1,2.0,-6.7,-1.7,98.9,1.6,0.3
C=CCN1C=CC(=CC=C(C#N)C#N)C=C1,12.1,0.4,.,-11.6,-46.1,24.5,-117.5,113.9,-30.0,0.9
CC(CNC(=O)COC(=O)c1cccs1)c1ccccc1 (stereo not given),-1.0,-2.8,-4.2,-2.0,-5.7,-3.6,-5.0,122.7,-1.9,-1.5
COc1ccc2oc(=N)c(C(=O)Nc3ccc(Cl)cc3)cc2c1,-2.8,1.1,.,1.1,1.5,0.1,-4.8,95.0,0.7,-0.5
O=C(O)c1ccc(NCc2cccnc2)c([N+](=O)[O-])c1,-0.5,-3.5,0.0,-4.0,-8.9,-0.1,-2.6,99.1,-1.1,-8.5
COc1ccc(C(=O)Nc2ccc(S(=O)(=O)NCc3ccco3)cc2)cc1OC,1.2,-1.9,0.5,-1.3,-2.1,10.5,-3.4,.,0.5,1.0
Cn1c(SCC(=O)Nc2ncc(C(F)(F)F)cc2Cl)nnc1-c1ccc(Cl)cc1,-2.7,0.0,1.8,0.3,6.4,-7.2,-2.5,109.7,0.8,-0.3
Cc1onc(-c2ccccc2Cl)c1C(=O)NC(=S)Nc1ccc(C(C)(C)C)cc1,0.8,-3.0,-4.7,-16.9,1.8,8.0,2.7,.,-2.0,0.5
O=C1CC(NCc2ccc3c(c2)OCO3)C(=O)N1Cc1ccc2c(c1)OCO2 (stereo not given),-5.1,-0.1,-2.3,2.5,-3.2,24.8,-1.5,95.6,-1.1,-0.6
O=C(COC(=O)C(CO)NS(=O)(=O)c1ccc(Br)cc1)Nc1ccc2c(c1)OCCO2 (stereo not given),-1.0,-0.6,46.6*,-0.8,-7.8,-1.6,-9.1,106.8,0.1,0.4
NC(=O)CSc1nnc(-c2ccc3c(c2)OCO3)o1,4.8,5.5*,-1.4,.,.,29.0,-2.5,89.7,-1.9,-1.0
COc1cc(C(=O)Nc2ccc(N3CCOCC3)cc2)ccc1OCc1c(C)noc1C,21.4,-3.3,4.4,3.2,-34.1,-10.0,3.1,106.2,0.5,0.5
COc1cccc(C(=O)Nc2cccc(C(=O)NCC(C)C)c2)c1,-1.8,2.4,-1.8,0.8,-10.5,7.9,-6.4,121.4,0.1,-2.7
CCOc1cc(C2NC(=S)NC(C)=C2C(=O)Nc2ccc(OC)cc2)ccc1O (stereo not given),0.6,1.1,3.0,-0.8,-4.5,12.2,1.3,120.2,0.1,-1.2
O=c1[nH]cncc1OCc1ccccc1,-1.0,2.9,-2.5,0.9,-0.7,-9.3,-4.6,.,0.8,-0.7
CCN(CC)C(=O)c1ccc2c(=O)n(Cc3ccc4c(c3)OCO4)c(=S)[nH]c2c1,1.3,0.0,-2.3,-3.3,0.1,-10.9,-6.0,93.4,-1.2,0.0
COc1ccccc1-c1c(C(F)(F)F)oc2cc(OC(=O)c3ccccc3[N+](=O)[O-])ccc2c1=O,2.4,0.9,-0.6,1.3,-1.1,-3.6,-5.5,94.1,-0.7,0.7
Clc1ccc(OCc2nnc(SCc3nc4ccccc4[nH]3)n2Cc2ccco2)cc1,2.0,-5.9,7.8,4.8,2.5,-4.3,-1.9,93.3,-0.1,-2.8
COc1cc(OC)c(-c2nn3c(-c4ccco4)nnc3s2)cc1OC,0.9,-0.2,-1.7,-0.5,-0.6,21.5,0.0,102.8,-4.4,-7.5
Nc1o[nH]c(=O)c1Cc1ccccc1,-3.2,-1.3,1.6,-2.0,-8.9,6.2,-2.2,95.1,-0.9,-0.1
CC1=NN(C(=O)c2ccccc2Br)C(O)(c2ccc(Cl)cc2)C1 (stereo not given),-1.0,-1.3,-3.3,-0.3,2.4,34.1,-1.5,100.5,-1.3,0.4
CCc1ccc(Nc2n[n+](-c3ccccc3)c(-c3cc(OC)c(OC)cc3Br)s2)cc1,.,-3.7,-4.9,0.0,-0.2,-6.4,-0.2,105.2,2.3,-0.2
CCN(c1ccccc1)S(=O)(=O)c1ccc(Cl)c(C(=O)OCC(=O)NC(=O)C(C)C)c1,0.1,-1.0,-2.2,-3.5,-9.7,-29.7,0.8,101.5,-0.2,-3.0
CC1CN(C(=O)C(C)Sc2nc3ccccc3s2)CC(C)O1 (stereo not given),1.5,-1.2,0.9,0.9,1.2,4.7,-5.9,.,1.7,0.1
Nc1nc(NC(=O)c2cccc(S(=O)(=O)N3CCCCCC3)c2)nc(-c2ccccc2)n1,2.4,-0.6,-4.2,2.8,8.5,40.5,-3.0,104.7,-0.8,0.3
CC(=O)N1c2ccccc2NC2=C(C(=O)CC(C)(C)C2)C1c1cccn1C (stereo not given),-0.2,0.1,-4.2,0.8,-6.0,10.5,-5.5,101.8,3.0,-0.2
COc1cccc(N/N=C(\C#N)S(=O)(=O)C(C)(C)C)c1,-1.2,-0.4,2.6,.,.,0.8,-0.5,101.1,0.2,-0.5
O=C(COc1cccc2cccnc12)N1CCc2ccccc21,4.8,-3.1,-7.3,-2.1,-6.0,19.6,-1.2,87.1,0.1,-2.7
O=C(O)c1ccc(CN2CCOCC2)o1,1.0,0.2,1.6,4.9,1.2,0.3,0.7,98.1,-0.5,1.0
Cn1c(SCC(=O)N2CCOCC2)nnc1-c1cccc(NC(=O)c2ccccc2F)c1,-4.7,2.5,-2.7,-3.7,-1.7,-9.5,-4.0,97.4,0.0,0.0
CN(C)Cc1ccc(F)cc1Sc1ccc(Cl)cc1Cl,.,4.3,3.7,-13.7,-3.6,6.0,-2.5,99.5,1.7,-0.1
C=CCn1cccc(C(=O)Nc2ccc(C)c(C)c2)c1=O,-0.8,-2.7,-2.9,-9.0,-3.0,2.4,2.3,126.0,-1.6,-1.4
CCOc1cc(/C=C2/C(=N)N3N=C(C)SC3=NC2=O)ccc1OS(=O)(=O)c1ccc(C)cc1,2.8,1.7,-0.4,5.7,6.8,-4.9,2.1,109.1,-1.4,-3.6
O=C(O)C1(NS(=O)(=O)c2ccc(F)c(Cl)c2)CCCCC1,-4.6,.,.,0.9,-15.5,-3.0,-0.1,102.0,-0.3,-1.3
Cc1csc(=O)n1CCC(=O)OCC(=O)Nc1ccc(Cl)cn1,-0.4,-2.6,-20.0,0.7,-2.5,5.3,-0.9,100.4,-0.4,-1.1
O=C(NCc1ccccc1Cl)c1ccc2ccccc2n1,3.1,2.0,-6.6,-10.4,-20.2,-7.6,-5.7,97.1,0.2,-2.3
CCOc1ccc2cc(S(=O)(=O)n3ccnc3C)ccc2c1,0.9,1.6,-2.1,-0.6,7.4,-7.0,0.1,101.0,-0.4,.
CSCc1ccc(C(=O)Nc2cc(C)cc(C)c2)cc1,13.6,-3.3,-0.4,-6.1,7.0,-6.1,-10.4,100.1,-0.3,0.0
CCOc1ccccc1N(C(=O)c1snc(C(N)=O)c1N)C(C(=O)NC1CCCC1)c1cccs1 (stereo not given),-3.8,-0.4,0.0,1.6,-11.3,0.1,-3.2,107.8,-0.6,-3.1
Cc1ccc2cccc(CC(=O)NN)c2c1,-0.5,3.6,.,1.6,.,.,.,105.1,.,.
COc1ccccc1-c1sc2cc3c(cc2c1-c1ccc(OCCN2CCOCC2)cc1)OCO3,.,1.3,-6.4,-1.1,-0.3,10.3,-3.8,99.8,3.5,-1.4
COC(=O)C1=CN(c2ccc(F)cc2)C=C(C(=O)OC)C1c1ccc(O)cc1,-2.8,-2.6,-12.7,-0.5,-9.2,9.9,-0.7,91.7,-1.4,-1.9

This is a subset, so the mix of outcomes need not match the whole.
